C-LANA FP – blocks KSHV LANA C-terminal domain binding to DNA | MBP-C-LANA/FAM-LBS DNA binding, fluorescence polarization | inhibition, % at 9 µM | hit rate 0.078% among 340,000;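 active = highest replicate inhibition at or above 60% at 9 µM, even if other replicates fall short; inactive = all replicates below 60% inhibition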;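 note: 0% = neutral control wells and 100% = 4 µM acridine orange control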
Pemphigus Ab inh – blocks pemphigus antibody binding to human desmoglein-3; P32926; DSG3-coupled beads, scFv-anti-DSG3-GFP binding, flow cytometry; active compounds read low; binding (percent of control), % at 10 µM; hit rate 0.48% among 310,000;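 active = binding more than 3 SD below its plate's average and above zero; inconclusive = below that plate limit but binding exactly zero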;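 note: hits lower antibody fragment binding to DSG3; some compounds called inactive have numbers as strong as hits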
Keap1-Nrf2 PPI – disrupts human Keap1 binding to Nrf2 peptide; Keap1 Kelch-Nrf2 peptide fluorescence polarization, 1536-well; inhibition, % at 9.4 µM; hit rate 0.15% among 340,000; AID 504523; in the data active = inhibition above about 12%; inconclusive = no clear call, values can overlap the other calls; inactive = below about 7.3%;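 note: human Keap1 Kelch domain with fluorescein labeled Nrf2 9mer peptide probe; 0% = neutral control wells and 100% = peptide positive control; higher means more block of Keap1 binding to Nrf2 peptide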
DAGLB inh – diacylglycerol lipase beta (human) inhibition | Q8NCG7 | hit rate 0.059% among 340,000 | inhibition, % at 5.17 µM | HEK293T DAGLB membrane lysate, EnzChek fluorogenic substrate; in the data active = inhibition above about 34%;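 note: 0% = enzyme with vehicle and 100% = wells lacking enzyme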
CAL PDZ FP-1 – CAL PDZ (human) peptide binding inhibition | Q9HD26 | purified CAL PDZ, TMR-peptide fluorescence polarization, 1 h | inhibition, % at 24.9 µM | hit rate 0.92% among 300,000 | AID 602252;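 active = mean inhibition of at least 30% with at least half of replicates also reaching 30%; inconclusive = no clear call, values can overlap the other calls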;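 note: 0% = DMSO neutral control and 100% = excess unlabeled competitor peptide PRC23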
Arrestin-AP2 inh – human beta-arrestin and AP2 interaction inhibition | FITC-arrestin peptide / GST-AP2 beads, flow cytometry; AP2 beta2 appendage carries R879A mutation | inhibition, % at 10 µM | hit rate 0.31% among 340,000;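 active = inhibition above a set limit, near 3 SD of compounds lacking own fluorescence, cut at about 54% in these data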;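 note: plate controls were DMSO wells for no effect and 5 µM unlabelled arrestin peptide for full effect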
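System: GST-AP2 R879A bound to glutathione beads, E. coli-expressed. Also added: 50 nM FITC-arrestin peptide. Schedule: compound with beads 12 min RT, then probe 1 h RT. Signal: bead flow cytometry, FITC channel. Read-out basis: percent response.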
NSD2 inh – blocks human histone methyltransferase NSD2; O96028; NSD2 peptide methylation, AlphaScreen, 120 min; inhibition, % at 12.5 µM; hit rate 0.54% among 310,000; in the data active = inhibition above about 50%
Target sequence (O96028 whole entry, looked up): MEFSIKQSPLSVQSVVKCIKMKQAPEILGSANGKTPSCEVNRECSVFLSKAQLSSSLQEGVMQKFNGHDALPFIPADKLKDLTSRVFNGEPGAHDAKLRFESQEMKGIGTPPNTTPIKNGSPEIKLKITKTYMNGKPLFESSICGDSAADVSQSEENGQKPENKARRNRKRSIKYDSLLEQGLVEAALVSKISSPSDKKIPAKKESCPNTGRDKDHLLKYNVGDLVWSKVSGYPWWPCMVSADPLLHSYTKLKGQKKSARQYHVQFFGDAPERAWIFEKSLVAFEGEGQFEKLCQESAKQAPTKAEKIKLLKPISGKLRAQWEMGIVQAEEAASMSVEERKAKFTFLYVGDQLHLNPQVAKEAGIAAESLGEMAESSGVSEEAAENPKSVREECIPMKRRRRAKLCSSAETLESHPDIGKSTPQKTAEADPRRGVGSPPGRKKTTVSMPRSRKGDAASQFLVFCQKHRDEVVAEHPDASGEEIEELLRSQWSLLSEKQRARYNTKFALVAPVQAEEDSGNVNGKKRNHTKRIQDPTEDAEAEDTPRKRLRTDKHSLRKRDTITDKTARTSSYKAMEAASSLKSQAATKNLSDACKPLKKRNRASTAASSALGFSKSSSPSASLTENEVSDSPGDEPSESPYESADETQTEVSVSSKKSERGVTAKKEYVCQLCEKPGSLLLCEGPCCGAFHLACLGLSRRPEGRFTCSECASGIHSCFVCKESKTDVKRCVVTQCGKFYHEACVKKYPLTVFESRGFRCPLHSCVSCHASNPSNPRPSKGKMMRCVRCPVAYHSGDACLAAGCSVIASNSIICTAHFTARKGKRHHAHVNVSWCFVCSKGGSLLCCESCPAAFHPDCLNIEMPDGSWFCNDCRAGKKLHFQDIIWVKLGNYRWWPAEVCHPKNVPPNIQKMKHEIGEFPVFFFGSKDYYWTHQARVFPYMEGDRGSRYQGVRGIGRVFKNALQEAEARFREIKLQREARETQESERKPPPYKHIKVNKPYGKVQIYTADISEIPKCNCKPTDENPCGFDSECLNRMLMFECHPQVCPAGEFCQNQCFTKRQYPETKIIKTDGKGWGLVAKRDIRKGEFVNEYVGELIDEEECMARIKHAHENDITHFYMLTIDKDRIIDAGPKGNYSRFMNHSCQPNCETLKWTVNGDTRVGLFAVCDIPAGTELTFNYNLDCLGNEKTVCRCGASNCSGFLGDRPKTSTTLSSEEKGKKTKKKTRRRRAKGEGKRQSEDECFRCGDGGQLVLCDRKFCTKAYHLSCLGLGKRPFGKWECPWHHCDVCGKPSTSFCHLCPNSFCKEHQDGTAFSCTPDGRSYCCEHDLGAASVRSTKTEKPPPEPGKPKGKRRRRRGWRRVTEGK
RTF Ca sens inh – cardiac RTF calcium desensitization; P19429+P45379; IANBD-labeled cardiac RTF, Ca2+ fluorescence; inhibition, % at 7.15 µM; hit rate 0.12% among 340,000; AID 493244;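 active = inhibition above the mean inhibition of all tested compounds plus 3 SD, cut at about 17% in these data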;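 note: assay run at fixed EC70 calcium of 1.6 mM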
V-ATPase pHluor – regulators of yeast V-ATPase proton transport | S. cerevisiae, pHLuorin cytosolic pH fluorescence | response, % at 10 µM | hit rate 0.37% among 350,000 | AID 504577; in the data active = response mostly above about 7.3%, no sharp cut-off; inactive = mostly below about 5.4%; note: actives read high; inactives centre near 0; some compounds called inactive have numbers as strong as hits; reference of the scale not given here
CAL PDZ FP-2 – inhibitors of human CAL PDZ peptide binding | Q9HD26 | purified CAL PDZ, TMR-peptide fluorescence polarization, 1 h | inhibition, % at 20 µM | hit rate 0.02% among 330,000 | AID 504414;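 active = highest replicate inhibition of at least 40%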;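 note: plate controls were DMSO neutral control wells for no effect and unlabeled competitor peptide control wells for full effect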
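Assay system – tagged CAL PDZ protein CerCALP, purified · Timing – 1 h at RT · Compound – single point, 20 µM · Measured by – fluorescence polarization from S- and P-plane intensities, G-factor corrected · Evaluation – inhibition from polarization loss · Probe or stimulus – TMR reporter peptide T*-PRC34 · Buffer or medium – pH 7.4 phosphate-saline buffer, reducing agent, detergent, IgG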
An asterisk follows results filed as active; ? = inconclusive; . = not tested or not shown.

Every second line gives: C-LANA FP, Pemphigus Ab inh, Keap1-Nrf2 PPI, DAGLB inh, CAL PDZ FP-1, Arrestin-AP2 inh, NSD2 inh, RTF Ca sens inh, V-ATPase pHluor, CAL PDZ FP-2
1	CCCC(=O)Nc1ccccc1N1CCN(C(=O)c2ccccc2)CC1
→ 0.3, ., -4.1, -0.2, -1.8, 1.4, 1.0, -1.2, -1.3, -0.2
2	Cc1cnc(C(=O)OCC(=O)NCCc2ccccc2)cn1
→ -3.2, ., 5.4, 1.2, 7.2, 23.2, -0.9, -9.1, 0.7, 1.0
3	CC(C)C(=O)Nc1ccc(C(=O)NN2C(=O)c3ccccc3C2=O)cc1
→ 1.2, 117.6, 0.6, -3.1, -3.8, 33.6, -3.1, 3.8, 0.6, -1.0
4	Cc1ccc(/C=C/C(=O)Nc2cc(S(=O)(=O)N3CCCCCC3)ccc2OCC(F)(F)F)o1
→ 0.4, 87.5, -2.0, -8.8, -2.3, 3.2, 0.0, -4.1, 1.2, 0.6
5	Cn1nc([N+](=O)[O-])c2c(-c3nc4ccccc4s3)c(N)n(C3CCCCC3)c2c1=O
→ -1.0, 76.0, -2.7, 1.7, 3.9, 5.0, 0.2, 3.4, -2.6, -2.1
6	Cc1csc2ncc(C(=O)NCc3ccccn3)c(=O)n12
→ 0.7, 106.4, -7.7, -5.3, ., 1.6, ., -6.5, -1.7, 0.6
7	Cc1ccccc1C(=O)NCC(=O)O
→ 0.3, 98.1, -1.4, -1.2, -2.6, 10.2, -1.2, -10.0, -0.3, -2.2
8	CCOC(=O)C1CCCN(C(=O)CCNC(=O)Cn2ccc3ccccc3c2=O)C1 (stereo not given)
→ 4.6, 124.7, -0.5, -1.0, ., 3.8, -5.7, -27.9, 2.2, -0.5
9	COC(=O)c1oc(-c2ccccc2)nc1C
→ 0.4, 102.3, 0.9, -0.4, -4.5, 40.7, -4.7, -1.6, 1.6, -0.7
10	Cn1c(CSc2nc3ccccc3s2)nc2ccccc21
→ -0.4, 97.6, -0.5, -3.1, -43.9, 0.9, -0.5, -7.0, 0.6, -3.5
11	COc1ccc(NC(=O)CCSc2ccc(F)cc2)cc1
→ 2.1, 111.1, 4.1, -6.6, 2.8, -16.7, -9.3, -2.1, -0.5, -0.6
12	COc1ccc(CCN2C(=O)C(O)=C(C(=O)c3ccco3)C2c2cccs2)cc1OC (stereo not given)
→ 2.2, 90.2, -6.2, 2.7, -5.1, 9.7, 1.9, -4.1, -0.1, 0.0
13	O=C(Nc1ccccc1F)c1cc(C(=O)Nc2ccccc2F)cc([N+](=O)[O-])c1
→ 2.6, 115.7, 2.1, -2.8, -2.3, 36.4, -1.2, 2.8, 3.9, 0.1
14	COc1ccc(NC(=O)Nc2ccc(C(=O)N3CCOCC3)cc2)c(OC)c1
→ -0.3, 88.1, 2.0, -1.8, -1.6, 17.7, -0.5, -2.6, 4.3, -1.6
15	CCCN(C(=O)Cn1nc(C)c([N+](=O)[O-])c1C)c1c(N)n(Cc2ccccc2)c(=O)[nH]c1=O
→ -1.7, 97.0, -2.3, -0.9, ., 14.6, -1.7, -5.6, 2.2, 0.2

Compound profiles (already shown):
Record of `COc1ccc(NC(=O)Nc2ccc(C(=O)N3CCOCC3)cc2)c(OC)c1` → C-LANA FP = -0.3; Pemphigus Ab inh = 88.1; Keap1-Nrf2 PPI = 2.0; DAGLB inh = -1.8; CAL PDZ FP-1 = -1.6; Arrestin-AP2 inh = 17.7; NSD2 inh = -0.5; RTF Ca sens inh = -2.6; V-ATPase pHluor = 4.3; CAL PDZ FP-2 = -1.6
Record of `Cc1csc2ncc(C(=O)NCc3ccccn3)c(=O)n12` → C-LANA FP = 0.7; Pemphigus Ab inh = 106.4; Keap1-Nrf2 PPI = -7.7; DAGLB inh = -5.3; CAL PDZ FP-1 = .; Arrestin-AP2 inh = 1.6; NSD2 inh = .; RTF Ca sens inh = -6.5; V-ATPase pHluor = -1.7; CAL PDZ FP-2 = 0.6

Later entries.
Every second line gives: C-LANA FP, Pemphigus Ab inh, Keap1-Nrf2 PPI, DAGLB inh, CAL PDZ FP-1, Arrestin-AP2 inh, NSD2 inh, RTF Ca sens inh, V-ATPase pHluor, CAL PDZ FP-2
16	Oc1ccc2ccccc2c1CN1CCCCC1
→ -0.8, 115.4, -1.4, -0.8, 2.9, -4.7, 0.3, 7.0, -0.8, -0.8
17	O=C(c1ccc(S(=O)(=O)NCc2ccco2)cc1)N1CCN(Cc2ccccc2F)CC1
→ 2.5, 98.1, 0.2, 3.6, ., 4.8, 4.8, -1.9, 2.7, -0.6
18	COC(=O)C(CCSC)NS(=O)(=O)c1ccc(Cl)cc1 (stereo not given)
→ 1.3, 96.0, 1.0, 0.3, -3.0, -0.8, -1.9, -14.9, 1.7, -1.7
19	Nc1c(CNCc2nnn(Cc3ccccc3)c2N)nnn1Cc1ccccc1
→ ., 102.2, ., -7.5, ., ., -4.8, ., -0.7, .
20	CCSCCOC(=O)C1=C(C)N(C)C(=O)NC1c1cc(OC)ccc1OC (stereo not given)
→ 1.5, 111.8, 2.6, 1.9, -17.9, 7.7, 1.6, 10.1, 1.8, 1.6
21	Cc1ccc(NC(=S)NCc2ccc3[nH]c4c(c3c2)CCCC4)cc1
→ 0.0, 99.8, 5.4, -2.0, 6.9, 5.5, ., 0.7, -0.6, 0.7
22	COc1cccc2c1OCC([C@@H]1C[C@H]3CN(Cc4cccc(Cl)c4)C(=O)[C@]34CCCN14)=C2
→ 0.4, ., -4.1, -4.0, ., -12.3, 0.4, -10.8, 2.8, -3.1
23	c1ccc(-c2cn(CC3CCCCC3)nn2)cc1
→ 0.7, 106.2, -6.2, -6.8, -1.3, -12.6, ., -24.4, 2.0, -1.3
24	Cc1c(Cl)ccc(S(=O)(=O)NCCN2CCOCC2)c1Cl
→ 5.3, 106.6, -0.8, 0.1, -6.9, 8.6, 0.5, -1.3, -0.2, -1.6
25	O=C(CSc1ccc(-c2cccnc2)nn1)Nc1ccccc1F
→ -0.8, 101.4, 1.7, -1.7, -0.9, 16.8, 3.0, 2.7, -1.5, 1.3
26	O=C1CCCN1CC(O)CS(=O)(=O)Cc1ccccc1Cl (stereo not given)
→ -1.6, 95.4, -7.6, -0.7, 9.8, 37.7, -2.5, -3.9, 0.2, 0.3
27	COC(=O)C1CCCCN1C(=O)c1ccc2oc(Cc3ccccc3)nc2c1 (stereo not given)
→ -0.7, 105.1, -3.2, -3.1, -4.6, 20.1, -0.2, -0.1, -0.1, -0.6
28	CCOC(=O)NC1(NCC(C)C)Oc2ccccc2O1
→ 2.8, 100.9, -3.1, -0.1, -3.2, 38.3, -1.2, -6.4, 1.9, -0.3
29	CC(=O)Nc1ccc(NC(=O)COC(=O)c2cc(S(=O)(=O)N(C)C)ccc2N2CCCC2)cc1
→ 0.0, 103.0, -3.5, 0.0, -2.8, -2.9, 0.9, -0.5, -0.6, -3.0
30	CNC(=S)NNC(=O)c1oc2nc(-c3ccccc3)cc(-c3ccco3)c2c1N
→ 2.8, 118.7, ?, 6.8, -4.5, 6.7, ., -7.0, -4.0, 0.4
31	O=C(Nc1ccc2oc(=O)ccc2c1)c1cc([N+](=O)[O-])ccc1N1CCOCC1
→ -0.8, 97.9, -5.6, 1.8, -2.9, 15.6, 0.3, 8.0, -2.4, -2.8
32	CCN(C[C@H]1N[C@@](Cc2ccccc2)(C(=O)OC)[C@H]2C(=O)N(C)C(=O)[C@@H]12)C(=O)COC
→ -0.5, 106.5, -6.1, -2.0, -0.7, 1.2, ., -2.1, -0.7, -0.8
33	COc1ccc(NC(=O)COC(=O)C2CC(=O)N(Cc3ccc(C)cc3)C2)cc1 (stereo not given)
→ 0.2, 80.2, 1.6, 0.3, 0.6, 13.7, -0.8, -5.1, 6.2, -2.6
34	Cc1sc2ncn(CC(=O)NCCCC(=O)N3CCN(Cc4ccc5c(c4)OCO5)CC3)c(=O)c2c1C
→ 2.2, ., -2.2, -0.7, -6.5, -17.3, -2.3, -0.4, 1.7, 29.4
35	Cc1cc(C)c2c(N)c(S(=O)(=O)Cc3ccccc3)sc2n1
→ -1.7, 100.3, -4.4, -1.0, -3.0, -1.5, -3.5, -10.1, 0.2, -1.4
36	Cc1cc(C)n(CCN(C)c2nc3nonc3nc2NC2CC2)n1
→ 0.2, 107.0, -2.7, -2.6, -4.1, -5.5, 0.8, -4.1, 4.3, -3.3
37	CCCN=C1N(CC)C[C@@H]2[C@@H]3C(=O)N(C)C(=O)[C@@H]3[C@](CC)(C(=O)OC)N12
→ 1.2, 107.7, 1.4, -2.5, -2.7, 34.2, ., 1.3, -0.5, -1.5
38	Cc1cccc(C)c1NC(=S)NC(=O)c1ccccc1F
→ -0.4, 92.2, 0.0, 1.7, -3.6, -2.4, -0.8, -21.6, 1.0, 0.4
39	COc1cccc(CNC(=O)Cn2ccc([N+](=O)[O-])n2)c1
→ -4.3, 95.6, -1.4, 2.9, -5.8, 31.0, 2.1, -12.7, 3.4, .
40	NCCCC[C@H](N)c1nnc([C@H](CC(=O)O)NC(=O)C2CCNCC2)o1
→ -1.7, 95.3, 1.6, -4.2, -0.5, 22.7, ., -17.2, -0.7, 0.2
41	CN(C)c1ccc2c(c1)C(=NO)c1ccccc1-2
→ 3.6, 105.6, -1.8, 12.8, 23.4, 13.0, 20.9, -4.4, 1.7, -2.6
42	N#C/C(=C/c1ccc(Br)o1)C(N)=O
→ -2.0, 103.2, -1.1, 1.6, -0.3, 0.8, -1.9, -3.3, -0.1, -0.9
43	O=S(=O)(NC(=NC1CCCC1)C(F)(F)F)c1ccccc1
→ -0.5, 105.1, -3.0, 1.3, -1.1, 7.2, -0.2, 4.9, 1.9, -0.9
44	O=C(CN(Cc1ccccc1)S(=O)(=O)c1ccc2c(c1)OCCO2)N/N=C/c1cccc(Br)c1
→ 0.0, 90.2, -4.0, -5.6, 1.1, 46.5, -0.7, 0.9, 0.1, -1.4
45	C[C@@]12C(=O)N(CC3CCCO3)CC(=O)N1[C@@H]1c3ccccc3OC[C@@H]1[C@@H]2c1ccccc1 (stereo not given in full)
→ 2.3, 103.0, -4.6, -1.1, -4.7, -17.1, ., -3.0, 0.7, 0.0
46	COc1cc(/C=C2\SC(N)=NC2=O)ccc1OCC(=O)Nc1ccc(C)cc1
→ 0.5, 126.0, -0.1, 1.8, 0.1, 16.4, 6.5, -4.4, 1.4, -2.5
47	COc1ccc(-c2csc(NC(=O)CSCC(=O)Nc3cc(C)on3)n2)cc1
→ -1.8, ., -4.0, 1.2, 0.3, 0.7, 2.1, -11.3, -4.6, -0.1
48	CSCCC(NC(=O)COc1ccccc1)C(=O)Nc1ccc(C)cc1 (stereo not given)
→ -1.5, 85.0, 1.4, -4.6, 3.5, 5.0, -1.1, -3.3, 5.2, -0.9

Assay outcomes (PubChem)

A portion of the library; count on the stated rates, not on these rows.
